Bioassay records from PubChem.
GBA activity up: GBA activity enhancers in patient fibroblasts, primary screen, cell-based | L444P Gaucher fibroblasts, 4-MU-glucoside fluorescence, 3 days | activation, % at 10 µM | AID 784, 2007 | hit rate 0.44% among 30,000; in the data active means activation above about 65%;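 further: 0% = vehicle wells and 100% = positive control wells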
Target sequence (P04062 whole entry L483P): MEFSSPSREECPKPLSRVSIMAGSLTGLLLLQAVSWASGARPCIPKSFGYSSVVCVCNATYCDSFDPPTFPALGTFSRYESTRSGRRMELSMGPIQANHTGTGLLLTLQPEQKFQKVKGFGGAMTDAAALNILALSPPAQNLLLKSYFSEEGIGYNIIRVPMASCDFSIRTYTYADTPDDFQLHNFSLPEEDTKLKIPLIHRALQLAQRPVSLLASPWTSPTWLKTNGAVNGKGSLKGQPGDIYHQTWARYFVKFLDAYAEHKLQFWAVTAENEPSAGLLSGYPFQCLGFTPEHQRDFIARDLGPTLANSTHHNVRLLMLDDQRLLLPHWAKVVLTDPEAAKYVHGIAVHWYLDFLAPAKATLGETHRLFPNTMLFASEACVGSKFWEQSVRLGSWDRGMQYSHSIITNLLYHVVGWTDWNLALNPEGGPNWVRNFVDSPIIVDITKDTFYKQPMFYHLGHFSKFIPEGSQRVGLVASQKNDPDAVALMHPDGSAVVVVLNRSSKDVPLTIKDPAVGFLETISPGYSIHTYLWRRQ
An asterisk follows results filed as active.

`O=C(NCC1CCCCN1)c1cc(OCC(F)(F)F)ccc1OCC(F)(F)F` (stereo not given) gave GBA activity up -39.
O=C1c2ccccc2C(=O)N1CCCC(=O)N1CCCc2ccccc21 was read as GBA activity up -7.
Screening CCCN(CCC)CCNC(=O)c1cc2c(C)nc3ccccc3c2o1 returned GBA activity up 21.
CCN1/C(=C/C(=O)c2ccco2)Sc2ccccc21 was read as GBA activity up -2.
CCCCNC(=O)CSc1nc2cc3c(cc2c(=O)n1CCCN(CC)CC)OCO3 was read as GBA activity up 23.
For COC(=O)CN1C(=O)C2(C(C#N)=C(N)Oc3cc(C)oc(=O)c32)c2ccccc21 (stereo not given) the results were GBA activity up -26.
Screening COCCNC(=O)NC(=O)COC(=O)Cc1ccc2c(c1)OCCO2 returned GBA activity up 2.
`COc1cc(OC)c(C2N(c3ccc(Cl)c(Cl)c3)C(=O)C3CCCN32)cc1OC` (stereo not given) gave GBA activity up -58.
For Cc1[nH]c(=O)c(C#N)c(C)c1Br the results were GBA activity up -27.
`CC1CCc2c(C(=O)NCCN3CCOCC3)csc2C1` (stereo not given) gave GBA activity up -16.
`C/C=C(\C)CN1CCN(c2ccccc2F)CC1` gave GBA activity up -1.
Cc1cc(NC(=O)CN2CCN(Cc3ccccc3)CC2)nc2c1c(=O)oc1ccccc12 was read as GBA activity up 11.
CCCCN(CCCNC(=O)C1CCN(S(=O)(=O)N2CCOCC2)CC1)c1ccccc1 was read as GBA activity up -50.
FC(F)(F)c1cc(-c2ccco2)nc(NCc2cccs2)n1 was read as GBA activity up -35.
For CCN(CCCNC(=O)C1CCN(S(=O)(=O)N2CCOCC2)CC1)c1cccc(C)c1 the results were GBA activity up -30.
`CC1CN(C(=O)CCn2c(=O)oc3ccccc32)CC(C)O1` (stereo not given) gave GBA activity up -43.
CCOc1cc(C(=O)Nc2ccccc2N2CCN(S(C)(=O)=O)CC2)cc(OCC)c1OCC was read as GBA activity up -6.
`CCS(=O)(=O)N1CCCC(c2nc(-c3cccc(OC)c3)no2)C1` (stereo not given) gave GBA activity up 20.
Screening Cc1noc(C)c1COC(=O)Cn1c(C)nc2ccccc21 returned GBA activity up 20.
For O=C(Nn1c(C2CC2)nc2ccccc2c1=O)c1ccco1 the results were GBA activity up -1.
For O=C(c1ccc(F)cc1)N1CCC(O)(c2cccnc2)CC1 the results were GBA activity up 20.
For O=C(CCN1C(=O)C2C3C=CC(C3)C2C1=O)Nc1ccccn1 (stereo not given) the results were GBA activity up -11.
CC1=C(C(=O)Nc2ccccc2)C(c2ccco2)C(C#N)=C(SCc2ccccc2)N1 (stereo not given) was read as GBA activity up -7.
For Cc1cc(N2CCCCC2)n2ncc(-c3ccccc3)c2n1 the results were GBA activity up -9.
Screening COc1ccc(CCNC(=O)Cn2nnc(-c3ccc(N4CCOCC4)cc3)n2)cc1OC returned GBA activity up -14.
Screening CCN(CCCNC(=O)CC(C(=O)N1CCc2ccccc21)n1ccnc1)c1cccc(C)c1 (stereo not given) returned GBA activity up -11.
`COc1ccc(NC(C)c2cc(Cl)ccc2O)cc1` (stereo not given) gave GBA activity up -2.
Screening O=C(CCn1c(=O)oc2ccccc21)NC1=NCCS1 returned GBA activity up -51.
Screening Cc1ccc(C2NC(=O)c3ccccc3N2)s1 (stereo not given) returned GBA activity up -42.
`O=C(c1ccccc1)c1nc2ccccc2[nH]c1=O` gave GBA activity up -36.

Structures listed so far with a CF3 group (two):
`O=C(NCC1CCCCN1)c1cc(OCC(F)(F)F)ccc1OCC(F)(F)F` (stereo not given) gave GBA activity up -39.
FC(F)(F)c1cc(-c2ccco2)nc(NCc2cccs2)n1 was read as GBA activity up -35.

Later entries:
`Cc1cc(NC(=O)CSc2nc3ccccc3n2CC(=O)N2CCCCC2)no1` gave GBA activity up -17.
COc1ccccc1-c1nc(C#N)c(N2CCN(Cc3ccccc3)CC2)o1 was read as GBA activity up -8.
For CCOc1cc(C2CC(=O)NC3=C2C(=O)C(C(=O)OC)C(C)C3)cc(Cl)c1O (stereo not given) the results were GBA activity up -52.
Screening Cc1ccccc1CS(=O)(=O)Cc1ccc(C(=O)NCC2CCCO2)o1 (stereo not given) returned GBA activity up -39.
For CCCC(=O)Nc1cccc(-c2cn3ccsc3n2)c1 the results were GBA activity up -9.
`Cc1cc(C(=O)NCc2cc(C)n(C)n2)sc1-c1ccccc1` gave GBA activity up -30.
For COc1ccc(CCNc2oc(-c3ccccc3OC)nc2C#N)cc1OC the results were GBA activity up -17.
`COc1ccc(S(=O)(=O)N(CC(=O)NC2CC2)C2CCCCC2)cc1Cl` gave GBA activity up -9.
For COc1ccc(C(=O)/C(C)=N/O)cc1OC the results were GBA activity up -4.
For Cc1ccc(C(=O)Nc2c3c(nn2C(C)(C)C)CS(=O)(=O)C3)cc1C the results were GBA activity up -42.
For CCC(CC)C(=O)Nc1cccc(-c2nc3ccccc3o2)c1 the results were GBA activity up -7.
For O=C(Cn1nnc(-c2cccs2)n1)N1CCc2ccccc2C1 the results were GBA activity up -22.
Screening O=C(NCCc1ccccc1)C1CCCN1C(=O)NCc1ccccc1 (stereo not given) returned GBA activity up -43.
For O=C(NCc1ccccc1)c1ccc(F)c(S(=O)(=O)N2CCOCC2)c1 the results were GBA activity up -4.
`COc1ccccc1CN(CC(=O)NCc1ccco1)C(=O)CNS(=O)(=O)c1ccccc1` gave GBA activity up -19.
Cc1nc(SCC(=O)Nc2ccccc2)c2oc3ccccc3c2n1 was read as GBA activity up -60.
For CN(C(=O)c1cc2n(n1)C(C(F)(F)F)CC(c1ccco1)N2)c1ccc(OC(F)(F)F)cc1 (stereo not given) the results were GBA activity up -24.
`O=C(OC(C(=O)NCC1CCCO1)c1ccc(F)cc1)c1ccco1` (stereo not given) gave GBA activity up -21.
CNC(=O)c1ccc(N(Cc2ccccc2)S(C)(=O)=O)cc1 was read as GBA activity up -9.
Screening O=C(CNS(=O)(=O)c1ccc(C(=O)N2CCOCC2)cc1)N1CCOCC1 returned GBA activity up 1.
COc1ccc(C2=NO[C@@H]3C(=O)N(C4CCCCC4)C(=O)[C@H]23)cc1OC was read as GBA activity up -19.
COc1ccc(NC(=O)N2CCN(c3nc(-c4cccc(OC)c4)cs3)CC2)cc1 was read as GBA activity up 32.
For COc1ccccc1-n1c(C)nc(=O)c(-c2ccccc2)c1C the results were GBA activity up -4.
Screening c1ccc(-n2ncc3c(NCc4ccco4)ncnc32)cc1 returned GBA activity up -10.
`Cc1ccc(-c2cc(C)nc3ncnn23)cc1` gave GBA activity up 6.
For CN(Cc1ccccc1)c1oc(-c2ccco2)nc1C#N the results were GBA activity up -11.
Screening CC(=O)N1CCCc2cc(S(=O)(=O)NCc3ccc(C)cc3)ccc21 returned GBA activity up -4.
Screening O=C(CCn1c(=S)[nH]c2cc3c(cc2c1=O)OCO3)NCCN1CCCC1 returned GBA activity up 2.
Screening CCCN(c1ccc(C(C)C)cc1)S(=O)(=O)c1c(C)noc1C returned GBA activity up -30.
For CCOC(=O)C1=C(N)OC2=C(C(=O)CCC2)C1c1cccnc1 (stereo not given) the results were GBA activity up -11.
O=C(CCCc1nc(-c2ccccc2)no1)Nc1cccnc1 was read as GBA activity up -1.
Screening COC(=O)c1cc(S(=O)(=O)N2CCC(C)CC2)ccc1F returned GBA activity up 11.
`CCN(CCCNC(=O)C1CCN(S(=O)(=O)c2cnc[nH]2)CC1)c1ccccc1` gave GBA activity up -14.
`CS(=O)(=O)N1CCc2cc(S(=O)(=O)Nc3ccc4c(c3)OCCO4)ccc21` gave GBA activity up -12.
Screening c1ccc2[nH]c(SN3CCOCC3)nc2c1 returned GBA activity up -5.
CCOc1ccc(OCC)c(NC(=O)C2C3C=CC(O3)C2C(=O)NCc2ccco2)c1 (stereo not given) was read as GBA activity up 4.
COCCCNC(CC(=O)Nc1ccccc1C(=O)OC)C(=O)O (stereo not given) was read as GBA activity up -20.
For CCC(CC)C(=O)Nc1cccc(C(=O)N2CCOCC2)c1 the results were GBA activity up -8.
`CCOC(=O)N1CCC(NC(=O)C2CCN(S(=O)(=O)c3c(C)noc3C)CC2)CC1` gave GBA activity up -38.
For Cc1ccc(S(=O)(=O)N2CCOCC2)c(C)c1-n1cnnn1 the results were GBA activity up -13.
CCOC(=O)N1CCN(CCC(=O)c2ccc(Cl)cc2)CC1 was read as GBA activity up -32.
OCCNc1nc(N2CCN(Cc3ccccc3)CC2)nc2ccccc12 was read as GBA activity up -10.
For Cc1ccc(S(=O)(=O)N(C)Cc2nc(-c3ccncc3)no2)cc1 the results were GBA activity up -23.
COc1ccc(S(=O)(=O)N(C)CC(=O)Nc2ccccc2C(F)(F)F)cc1 was read as GBA activity up -13.
`CCOC(=O)N1CCC(NC(=O)CCC(=O)c2ccccc2)CC1` gave GBA activity up -5.
c1ccc(-c2nnc3ccc(N4CCC5(CC4)OCCO5)nn23)cc1 was read as GBA activity up -7.
Screening CN1CCN(C(=O)c2ccc3c(=O)n(CCc4ccccc4)c(=S)[nH]c3c2)CC1 returned GBA activity up -38.
`COc1ccc(NS(=O)(=O)c2cccc(-c3nnc4n3CCCCC4)c2)cc1` gave GBA activity up -31.
For O=C(NCc1ccc(F)cc1)c1ccc(CS(=O)(=O)Cc2ccc(F)cc2)o1 the results were GBA activity up -17.
For CCOc1cc(N2CCOCC2)c(OCC)cc1NC(=O)CCC1CCCC1 the results were GBA activity up -8.
CCOC(=O)c1[nH]nc(C(=O)c2ccc(Br)cc2)c1O was read as GBA activity up -10.
`COc1nc(-c2ccc(C)cc2)ccc1-c1noc(-c2ccco2)n1` gave GBA activity up -10.
Screening CCSC1=C(C#N)C(c2ccc(Cl)cc2)C2=C(CCCC2=O)N1 (stereo not given) returned GBA activity up 44.
Screening Cc1cccc(C(C)(C)C)c1OCCn1ccnc1 returned GBA activity up -14.
Screening CCN(CC)S(=O)(=O)c1ccc2c(c1)nc(SCC(=O)NC1CC1)n2-c1ccccc1OC returned GBA activity up -15.
Screening CCCc1nc(Nc2nc3ccccc3o2)nc(C)c1C(=O)OCC returned GBA activity up -10.
Screening COc1ccccc1NC(=O)CC1Nc2ccccc2NC1=O (stereo not given) returned GBA activity up -2.
`CCOc1ccc(N(CC(=O)Nc2ccccc2)S(C)(=O)=O)cc1` gave GBA activity up -39.
Screening COCCSc1ccccc1C(=O)NCc1ccco1 returned GBA activity up -7.
Screening COc1ccc(-c2cn3c(C)c(C(=O)Nc4cccc(NC(C)=O)c4)sc3n2)cc1 returned GBA activity up -26.
`CN1CCN(c2ccccc2NC(=O)c2ccc(OCc3ccccc3)cc2)CC1` gave GBA activity up -105.
`COc1cc(OC)cc(-c2nnc(SCC(=O)Nc3cc(C)on3)o2)c1` gave GBA activity up 0.
For COc1ccccc1NC(=O)c1ccc(S(=O)(=O)N2CCOCC2)cc1 the results were GBA activity up -40.
For O=c1c2c(nc3nc(COc4ccccc4)[nH]n13)CCC2 the results were GBA activity up -36.
Screening c1ccc(-c2nc(NCc3ccco3)c3ccccc3n2)nc1 returned GBA activity up -4.
Screening c1ccc2c(c1)OCC(c1nn3c(Cn4nnc5ccccc54)nnc3s1)O2 (stereo not given) returned GBA activity up -19.
For Cc1csc(N(C)C(=O)CSc2nnc(COc3ccccc3C)o2)n1 the results were GBA activity up 25.
`CN(CCCNC(=O)c1ccc(N2CCCC2=O)cc1)c1ccccc1` gave GBA activity up 6.
`O=C(NCCN1CCc2ccccc2C1)C1CC(=O)N(C2CCCC2)C1` (stereo not given) gave GBA activity up -20.
`C=CCNC(=O)c1ccc(C(=O)c2ccccc2)cc1` gave GBA activity up -6.
`CCCOc1cc(C)c(S(=O)(=O)n2ccc(C)n2)cc1C` gave GBA activity up -1.
Screening CS(=O)(=O)N1CCC(C(=O)Nc2ccc(Br)cc2F)CC1 returned GBA activity up -49.
`CCOC(=O)C1C(c2ccc(C)o2)NC(=O)NC1(O)C(F)(F)F` (stereo not given) gave GBA activity up 3.

Filtered by structure: those above containing an aryl methoxy group.
`COc1cc(OC)c(C2N(c3ccc(Cl)c(Cl)c3)C(=O)C3CCCN32)cc1OC` (stereo not given) gave GBA activity up -58.
`CCS(=O)(=O)N1CCCC(c2nc(-c3cccc(OC)c3)no2)C1` (stereo not given) gave GBA activity up 20.
Screening COc1ccc(CCNC(=O)Cn2nnc(-c3ccc(N4CCOCC4)cc3)n2)cc1OC returned GBA activity up -14.
`COc1ccc(NC(C)c2cc(Cl)ccc2O)cc1` (stereo not given) gave GBA activity up -2.
COc1ccccc1-c1nc(C#N)c(N2CCN(Cc3ccccc3)CC2)o1 was read as GBA activity up -8.
For COc1ccc(CCNc2oc(-c3ccccc3OC)nc2C#N)cc1OC the results were GBA activity up -17.
`COc1ccc(S(=O)(=O)N(CC(=O)NC2CC2)C2CCCCC2)cc1Cl` gave GBA activity up -9.
For COc1ccc(C(=O)/C(C)=N/O)cc1OC the results were GBA activity up -4.
`COc1ccccc1CN(CC(=O)NCc1ccco1)C(=O)CNS(=O)(=O)c1ccccc1` gave GBA activity up -19.
COc1ccc(C2=NO[C@@H]3C(=O)N(C4CCCCC4)C(=O)[C@H]23)cc1OC was read as GBA activity up -19.
COc1ccc(NC(=O)N2CCN(c3nc(-c4cccc(OC)c4)cs3)CC2)cc1 was read as GBA activity up 32.
For COc1ccccc1-n1c(C)nc(=O)c(-c2ccccc2)c1C the results were GBA activity up -4.
COc1ccc(S(=O)(=O)N(C)CC(=O)Nc2ccccc2C(F)(F)F)cc1 was read as GBA activity up -13.
`COc1ccc(NS(=O)(=O)c2cccc(-c3nnc4n3CCCCC4)c2)cc1` gave GBA activity up -31.
`COc1nc(-c2ccc(C)cc2)ccc1-c1noc(-c2ccco2)n1` gave GBA activity up -10.
Screening CCN(CC)S(=O)(=O)c1ccc2c(c1)nc(SCC(=O)NC1CC1)n2-c1ccccc1OC returned GBA activity up -15.
Screening COc1ccccc1NC(=O)CC1Nc2ccccc2NC1=O (stereo not given) returned GBA activity up -2.
Screening COc1ccc(-c2cn3c(C)c(C(=O)Nc4cccc(NC(C)=O)c4)sc3n2)cc1 returned GBA activity up -26.
`COc1cc(OC)cc(-c2nnc(SCC(=O)Nc3cc(C)on3)o2)c1` gave GBA activity up 0.
For COc1ccccc1NC(=O)c1ccc(S(=O)(=O)N2CCOCC2)cc1 the results were GBA activity up -40.

An excerpt; the hit share may differ from the screen's.
